CaV13 FRET inh = Primary screen for inhibitors of IQ motif and Ca2+-dependent inactivation inhibitor domain binding in CACNA1D, Förster resonance energy transfer in living cells, …; HEK cells, CFP/YFP FRET ICDI-IQ, plate reader, 10 min; percent FRET-ratio fall versus neutral wells; inhibition, % at 12.3 µM; 340,000 compounds, 0.098% hits;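 active means mean replicate inhibition of at least 30% and at least 1% of replicates passing that level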;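 further: 0% = median of the neutral control wells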
Shn3 inh set2 = inhibitors of Schnurri-3 3'UTR reporter in osteoblasts. Clone20 osteoblast Shn3 3'UTR firefly luciferase, 24 h. inhibition, % at 12.5 µM. 360,000 compounds, 0.52% hits. AID 588674;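 active means mean inhibition of at least 75% with every replicate also reaching 75%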;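 further: 0% = median of neutral control wells and 100% = pilot-screen positive control compound; some compounds past the cut are filed as inactive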
PDI inh = PDI (human) enzyme inhibition; P07237; PDI insulin aggregation turbidity, A650, 90 min; inhibition, % at 10 µM; 350,000 compounds, 0.052% hits;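 active means mean inhibition across replicates of 30% or more, whatever share of single replicates reach that level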;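 further: absorbance from insulin aggregation driven by PDI reduction with DTT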
Target sequence (P07237 whole entry, looked up): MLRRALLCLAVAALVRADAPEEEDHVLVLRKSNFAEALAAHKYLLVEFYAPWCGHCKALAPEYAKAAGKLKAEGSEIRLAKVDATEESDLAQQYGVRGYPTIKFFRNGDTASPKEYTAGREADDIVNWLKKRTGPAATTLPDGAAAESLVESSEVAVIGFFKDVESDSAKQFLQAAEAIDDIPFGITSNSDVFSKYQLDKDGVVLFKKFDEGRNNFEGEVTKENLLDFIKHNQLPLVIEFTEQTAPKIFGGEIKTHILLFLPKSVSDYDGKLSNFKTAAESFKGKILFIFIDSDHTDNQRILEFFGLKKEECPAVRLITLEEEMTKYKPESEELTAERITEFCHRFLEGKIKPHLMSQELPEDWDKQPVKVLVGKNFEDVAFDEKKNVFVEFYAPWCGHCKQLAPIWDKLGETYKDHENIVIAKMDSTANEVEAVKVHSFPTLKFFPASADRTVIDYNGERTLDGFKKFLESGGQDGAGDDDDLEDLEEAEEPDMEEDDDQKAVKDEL
TRPM1 prom inh = MITF TRPM1 promoter inhibition in SK-MEL-5 cells | SK-MEL-5 TRPM1 promoter luciferase, 24 h | inhibition, % at 12.5 µM | 330,000 compounds, 0.83% hits | AID 488899;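 active means mean inhibition across replicates of 60% or more, whatever share of single replicates reaches that level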; further: values of inactives mirror those of a sister screen read the other way
NR2E3 ag-1 = agonists of human nuclear receptor NR2E3 | Q9Y5X4 | GST-NR2E3/biotin-RetCOR TR-FRET, 1536-well | inhibition of corepressor binding, % at 4.78 µM | 320,000 compounds, 0.12% hits | AID 2300;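 active means percent inhibition above the cutoff of mean plus 3 SD of all tested compounds, set per screening campaign, cut at about 20% in these data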;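 further: 0% = DMSO wells and 100% = biotin wells as full block of FRET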
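Assay system: NR2E3–RetCOR corepressor complex. Quantity: 1.35 nM GST-NR2E3. Buffer or medium: pH 7.5 Tris-based buffer. Reagent: biotinylated RetCOR corepressor at 7 nM final. Schedule: 5 h at 4 °C. Detection: TR-FRET, emission read at 617 and 671 nm. Replicates: one well per compound, singlicate testing.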
NR2E3 ag-2 = activates human NR2E3 receptor; AID 602229; 360,000 compounds, 0.35% hits; Q9Y5X4; CHO-S Gal4-NCOR/VP16-NR2E3 two-hybrid, luciferase; inhibition of corepressor binding, % at 3.98 µM;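 active means inhibition above the mean of all tested compounds plus 3 SD, cut at about 70% in these data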;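 further: 0% = DMSO with NR2E3 transfected cells and 100% = cells lacking NR2E3 construct; higher means lower luciferase signal from less NR2E3 corepressor binding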
iPSC survival up = enhancers of human iPSC single-cell survival; hiPSC single-cell survival, ATPlite luminescence; 100% = ROCK inhibitor wells, 0% = DMSO; survival enhancement, % at 20 µM; 360,000 compounds, 0.044% hits; AID 602274; in the data active means survival enhancement above about 18%;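 further: cells exposed to compounds for 16 hours before the ATP read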
H9c2 protect = modulators protecting cardiomyocytes from myocardial damage; H9c2 cardiomyocytes, H2O2 injury protection, ATPLite, 2 h; protection from H2O2 cell death, % at 20 µM; 360,000 compounds, 0.63% hits;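 active means compounds giving at least 50% protection of heart cells from peroxide-induced death in the single-dose screen, raw or plate-pattern-corrected value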;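 further: 0% = DMSO wells with peroxide and 100% = DMSO wells without peroxide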
Peg3 prom inh = Peg3 promoter activity inhibition; AID 588405; HeLa PEG-Prom luciferase reporter, luminescence, overnight; inhibition, % at 20 µM; 360,000 compounds, 1.7% hits;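 active means inhibition of at least 50% at 20 µM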
HIF-2a block = inhibitors of HIF-2a | 786-0 RCC cells HIF-2a reporter, luciferase luminescence, overnight | inhibition, % at 18.8 µM | 360,000 compounds, 0.72% hits;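 active means inhibition of the luminescence signal of 40% or more relative to plate controls, in a single-dose primary screen at 18.75 µM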
m5-HT2A agonist = agonists of mouse serotonin 5-HT2A receptor (HTR2A). activation, % at 7.6 µM. 360,000 compounds, 0.66% hits. CHO-K1 mHTR2A beta-arrestin complementation, luminescence; percent of 30 µM serotonin response. P35363;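 active means activation above a run cutoff, the mean activation of all tested compounds plus 3 SD, cut at about 14% in these data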;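 further: 0% = plate median of compound wells and 100% = 30 µM serotonin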
Target sequence (P35363 whole entry, looked up): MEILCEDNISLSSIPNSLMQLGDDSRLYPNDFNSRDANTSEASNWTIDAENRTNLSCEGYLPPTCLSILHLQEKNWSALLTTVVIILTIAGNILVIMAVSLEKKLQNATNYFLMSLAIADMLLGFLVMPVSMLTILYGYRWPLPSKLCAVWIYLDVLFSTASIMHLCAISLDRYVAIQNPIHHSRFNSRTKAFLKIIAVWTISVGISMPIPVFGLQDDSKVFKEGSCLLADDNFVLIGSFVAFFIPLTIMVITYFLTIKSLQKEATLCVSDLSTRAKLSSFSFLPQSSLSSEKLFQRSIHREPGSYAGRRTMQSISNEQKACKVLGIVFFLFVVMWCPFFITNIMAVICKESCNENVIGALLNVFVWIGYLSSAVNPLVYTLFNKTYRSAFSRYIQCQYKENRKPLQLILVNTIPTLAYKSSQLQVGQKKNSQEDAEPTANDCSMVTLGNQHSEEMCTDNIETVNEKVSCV
The depositor's hits bear a star; . = no result given.

Start of the data: the first 2 records as a preview:
SMILES	CaV13 FRET inh	Shn3 inh set2	PDI inh	TRPM1 prom inh	NR2E3 ag-1	NR2E3 ag-2	iPSC survival up	H9c2 protect	Peg3 prom inh	HIF-2a block	m5-HT2A agonist
CCCCCCc1cc2cc(C(=O)OCC)c(=O)oc2cc1O	13	25	7	3	1	5	-0.3	-25	27	-45	0
Cc1ccc(NC(=O)N2N=C(c3ccc(F)cc3)CC2c2ccc(F)cc2)cc1 (centres undefined)	-5	2	9	4	-3	3	-1.1	0	-9	-18	1

Main list, from the first entry:
SMILES	CaV13 FRET inh	Shn3 inh set2	PDI inh	TRPM1 prom inh	NR2E3 ag-1	NR2E3 ag-2	iPSC survival up	H9c2 protect	Peg3 prom inh	HIF-2a block	m5-HT2A agonist
CCCCCCc1cc2cc(C(=O)OCC)c(=O)oc2cc1O	13	25	7	3	1	5	-0.3	-25	27	-45	0
Cc1ccc(NC(=O)N2N=C(c3ccc(F)cc3)CC2c2ccc(F)cc2)cc1 (centres undefined)	-5	2	9	4	-3	3	-1.1	0	-9	-18	1
COC(=O)c1ccc(NC(=S)N2CCCC2)cc1	4	-2	3	.	0	18	-0.4	4	-12	-25	-1
O=C(Nc1ccccc1F)c1ccc(CN2CCc3ccccc3C2)cc1	-1	13	0	-2	1	-34	-0.6	0	-35	-101	-4
COC(=O)/C(C#N)=C/c1ccc(OC(=O)c2ccccn2)cc1	.	-20	19	-9	1	-3	0.4	-4	-20	-19	-1
COc1ccc(N=Nc2cc(C)ccc2O)cc1	-5	-58	-5	-50	1	-122	-0.7	-25	-276	-304	1
NC(=O)c1cccc(-c2ccnc3c2CC(C(=O)Nc2cccc(C(F)(F)F)c2)O3)c1 (centres undefined)	-1	30	-5	.	.	-43	0.2	4	22	0	-1
C=CCOc1ccc(/C=N/NC(=O)C(C)Sc2ccccn2)cc1OCC (centres undefined)	-4	14	8	-10	1	-11	1.9	-2	20	14	-3
S=C(Nc1ccc(Cl)cc1)NC1CC2CCC(C1)N2Cc1ccccc1 (centres undefined)	5	-6	6	-16	-2	13	-3.4	-8	5	13	-9
Cc1ccc(C(=O)CSc2cc(C)nc(SCC(=O)c3ccccc3)n2)cc1	-5	31	-13	4	4	3	0.3	-5	22	-11	-2
O=C(N[C@@H]1C/C=C\C[C@@H](CC(=O)N(CCO)Cc2ccccc2)C(=O)N[C@@H](c2ccccc2)COC1=O)OCC1c2ccccc2-c2ccccc21	-2	34	11	14	.	2	-0.9	-19	13	9	-10
Cc1ccc(C)c(NC(=O)CSc2nnc(C3CCCCC3)o2)c1	-3	-12	-15	-16	-1	-8	-0.5	1	3	3	7
COCCSc1nnc(NC(=O)c2ccc(NC(=O)C(C)C)cc2)s1	-2	4	-3	-3	0	1	-0.6	1	4	-2	-2
CCN(CC)S(=O)(=O)c1ccc(C)c(NC(=O)COC(=O)CNC(=O)c2ccc(C(C)(C)C)cc2)c1	-5	-14	-13	-13	-1	-24	-1.0	-9	-5	-13	-10
CCc1ccc(NC(=O)CN(CC(=O)Nc2ccc(CC)cc2)CC(C)O)cc1 (centres undefined)	-20	4	3	-2	8	17	-0.6	-9	11	6	7
CC(C)C[C@@H](CN)NC(=O)c1nc[nH]c1C(=O)N[C@@H](C)C(=O)CNC[C@H](C)NC(=O)c1nc[nH]c1C(=O)N[C@@H](CC(C)C)C(=O)O	-7	-5	2	10	.	-30	0.8	24	-5	1	1
Cc1nn(CCC#N)c(NC(=O)c2ccccc2)c1P(=O)(Nc1ccc(Br)cc1)N1CCOCC1 (centres undefined)	12	-14	-1	3	-1	2	-1.9	14	-14	-23	14
N/C(=N\OC(=O)COc1ccccc1)c1ccncc1	-21	-18	-9	-37	-2	-37	0.0	2	-54	-139	-5
Cc1ccc(OCC(=O)Nc2cc(Cl)ccc2-n2cncn2)c(C)c1	-7	-1	7	.	.	0	1.2	-1	-63	-88	9
Cc1ccc(C(=O)NC(Cc2ccccc2C(F)(F)F)C(=O)O)cc1 (centres undefined)	-9	-7	-15	-1	.	-4	3.4	0	-8	-6	4
CCCOc1ccc(C(C)=O)cc1CC(C(N)=O)C(N)=O	.	0	3	5	1	-7	3.3	-3	14	14	1
N#Cc1c(N)nc2c(c1-c1ccc(F)cc1)c(=O)nc1sccn12	3	-5	8	4	0	-6	-0.2	-1	-5	2	0
Cc1ccc(C(C)C)c(OCC(=O)NC2CCN(C)CC2)c1	.	9	-6	2	4	5	-0.3	9	17	13	-3
CNc1nc(-c2ccc3c(c2)CCN3C(=O)c2cccc(F)c2)cs1	-4	-127	10	-31	1	-180	-0.4	-11	-240	-331	4
COc1ccc(C(=O)OCC(=O)Nc2cc(C)on2)c(OC)c1OC	-3	9	-10	1	1	-43	-0.5	-7	-3	6	1
COc1ccc(N(CC(=O)NCCC2=CCCCC2)S(=O)(=O)c2ccccc2F)cc1	10	-3	2	1	2	17	0.1	-5	19	9	-3
c1ccc(Nc2nc(NCCN3CCOCC3)nc(Nc3ccccc3)n2)cc1	-20	22	3	-27	0	31	-0.6	5	-7	-11	2
C#CCSc1nnc(-c2c[nH]c3ccccc23)n1C	-7	-9	.	.	-2	-40	-2.8	-5	-29	-48	-3
CCOC(=O)C1=C(COC(=O)c2ccccc2OC(F)F)NC(=O)NC1C (centres undefined)	-6	-3	3	-3	0	-8	-0.6	-7	-3	0	1
Nc1c(Cl)ncnc1NCC(O)CO (centres undefined)	-2	3	2	4	0	6	-0.2	16	15	15	1
Cc1ccc(C)c(/C(O)=C2/C(=O)C(=O)N(CCN3CCOCC3)C2c2ccco2)c1 (centres undefined)	.	-4	2	0	0	5	5.6	-7	16	12	5
COC(=O)C(Cc1c[nH]c2ccccc12)NC(=O)c1ccc2nc[nH]c2c1 (centres undefined)	-3	-142	15	-46	.	-37	2.4	6	-392	-224	4
COc1ccc(C(O)c2nc(-c3cccc(C(=O)O)c3)cs2)cc1 (centres undefined)	-5	-18	-2	.	.	-106	-0.4	2	-178	-101	3
CN(Cc1ccccc1)N=Nc1nc[nH]c1C(N)=O	-11	-13	.	.	.	19	0.2	4	11	-17	17*
O=C(N/N=C/c1cc(Br)cc(Br)c1O)c1cccc(S(=O)(=O)N2CCOCC2)c1	-5	7	-2	27	0	-10	0.3	50*	55*	10	1
COC(=O)c1cc(S(=O)(=O)N2CCN(c3ccc([N+](=O)[O-])cc3)CC2)c[nH]1	-6	23	-3	3	4	-29	-0.4	-5	17	13	-3
O=C(N/N=C/c1ccc2c(c1)OCO2)c1ccc2c(c1)OCCO2	-4	-50	0	-42	1	-95	-2.0	-12	-168	-175	-6
CN(C)C(=O)c1ccc(NC(=O)c2cccnc2)cc1	-4	-7	-1	4	-2	-1	2.2	1	2	24	1
CCOc1ncccc1C(=O)Nc1cc(S(=O)(=O)N2CCCCC2)ccc1C	-15	9	10	15	10	-16	-0.1	0	0	1	9
CC(OC(=O)CCN1C(=O)C2CC=CCC2C1=O)C(=O)Nc1cccc(Cl)c1 (centres undefined)	-6	-8	-1	-8	1	-2	0.0	-8	-6	7	3
CCOC(=O)N1CCN(c2c(NCCCN3CCCCCC3)c(=O)c2=O)CC1	-6	-27	-7	.	1	-27	3.8	13	1	10	6
COc1cc(O)c(C(CC(=O)N2CCN(c3ccccc3)CC2)c2ccc3c(c2)OCO3)c(OC)c1 (centres undefined)	-5	-3	-1	-7	0	-29	-1.2	11	-3	4	6
Cc1c(N2C(=O)c3ccccc3C2=O)c(=O)n(-c2ccccc2)n1C	.	-1	10	29	-4	-13	3.0	3	21	13	-2
CCOc1ccc(S(=O)(=O)N(C)CC(=O)NC2CCCC2)cc1	-3	8	2	9	-2	-3	-0.4	-7	14	-1	0
CC1(c2ccc([N+](=O)[O-])c(CS(=O)(=O)c3ccccc3)c2)OCCO1	-4	1	-10	-11	1	-14	-0.5	-2	12	10	0
COc1cc(OC)cc(-c2nnc(SCC(=O)Nc3ccc(C(=O)O)cc3)s2)c1	-13	10	-4	4	1	-3	-0.4	8	1	-3	0
COc1ccc(-c2nc3ccccn3c2NCc2ccc3c(c2)OCO3)cc1	.	-31	3	-42	-3	-34	-3.0	0	-162	-174	-3
CCCCCN(C(=O)CCC(=O)OCC(=O)N(CC)c1ccccc1)c1c(N)n(CCCC)c(=O)[nH]c1=O	-6	1	3	9	-6	4	0.2	-2	1	7	2
CCOc1ccc2nc(N3CCCCCC3)sc2c1	-7	-56	5	-60	0	-123	0.4	-7	-274	-287	13
COc1ccccc1N1CCN(CCCCOc2c(OC)cccc2OC)CC1	-4	-4	11	-12	-4	7	-0.4	-4	-14	20	-11
O=C(O)c1cc(-c2ccc(Cl)s2)[nH]n1	-3	-7	-1	5	0	-2	-0.7	0	9	10	-2
N#CCCN1CCN(S(=O)(=O)c2ccc(S(=O)(=O)NC3CCCC3)cc2)CC1	5	1	.	.	-1	8	5.1	5	9	7	-3
O=C(Cc1ccccc1)Nc1ccccc1C(=O)NCC1CCCO1 (centres undefined)	.	-8	13	-8	0	17	0.9	5	-10	-5	1
CCC(C(=O)NCCCN1CCCC1=O)n1c2ccccc2c2nc(=O)cc(C)n21 (centres undefined)	-2	8	2	7	1	-10	-0.6	1	-3	5	-6
CCN1C(=O)C2C(c3ccc(O)c(OC)c3)NC(C)(C(=O)OC)C2C1=O (centres undefined)	-8	36	19	-5	2	1	0.3	-3	3	13	2
COc1cc(C(=O)OCC(=O)Nc2cc(C)on2)cc(OC)c1OC	-7	-24	10	11	6	-24	0.0	-3	-1	3	5
OC(c1ccc(F)c(F)c1)c1nc(-c2ccc3ccccc3c2)cs1 (centres undefined)	-7	-25	-3	.	.	-84	0.6	-14	-229	-266	2
Fc1ccc(CN2CCN(C(=S)NCCc3ccccc3)CC2)c(Cl)c1	-2	8	13	5	1	-1	0.5	-8	14	3	-8
COc1ccccc1OCC(O)CNCc1ccc2c(c1)OCO2 (centres undefined)	-12	10	0	9	-2	8	0.0	1	1	7	-6
CCCN(CC(=O)Nc1cc(C)on1)CC(=O)Nc1ccc(F)c(F)c1F	-6	2	-2	-4	.	-24	-1.6	-5	15	2	-7

More records.
SMILES	CaV13 FRET inh	Shn3 inh set2	PDI inh	TRPM1 prom inh	NR2E3 ag-1	NR2E3 ag-2	iPSC survival up	H9c2 protect	Peg3 prom inh	HIF-2a block	m5-HT2A agonist
CCCCN(c1ccccc1)S(=O)(=O)c1cccc2cccnc12	-6	-5	-2	14	1	8	-0.4	-2	27	15	-6
Cn1c(OCc2cccnc2)nc2c1c(=O)n(Cc1ccc(Cl)cc1)c(=O)n2C	-5	-9	7	7	-3	-15	-1.8	30	43	20	4
COc1ccc(C(C(=O)NC(C)(C)C)N(CCO)C(=O)CCC(=O)Nc2cc(C)on2)cc1 (centres undefined)	-3	11	7	6	2	-15	0.1	2	6	7	5
Cc1ccc(S(=O)(=O)NCc2ccc3[nH]c(C)cc3c2)cc1	-10	1	.	17	-1	-39	0.6	-9	-9	0	-10

High-throughput results (PubChem BioAssay)
